# Assay outcomes deposited in PubChem by several laboratories.
# HRas wt GTP – human HRas wildtype GTP binding, change in either direction; GTP binding activity, % at 10 µM; 190,000 tested, 0.14% active; GST-Ras wt beads, Bodipy-FL-GTP binding, flow cytometry; actives lie on both sides; AID 759; P01112;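 active means GTP binding activity at least 20% away from the 100% baseline, either lowered as inhibitor or raised as activator; inconclusive means flagged as likely green fluorescent, judged across all proteins in the well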;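 further: 0% = unlabeled GTP competition control and 100% = no-compound control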
# Target sequence (P01112 whole entry, looked up): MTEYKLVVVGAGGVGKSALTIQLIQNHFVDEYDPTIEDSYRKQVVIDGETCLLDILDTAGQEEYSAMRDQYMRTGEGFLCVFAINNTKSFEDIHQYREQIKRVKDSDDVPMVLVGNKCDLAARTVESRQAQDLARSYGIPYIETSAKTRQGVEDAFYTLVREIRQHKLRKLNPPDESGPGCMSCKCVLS
# ABCG2 block – blocks JC-1 efflux by human ABCG2 transporter; inhibition, % at 6.6 µM; 190,000 tested, 0.1% active; IgMXP3 cells, flow cytometry;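 active means inhibition above 80%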;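 further: 0% = DMSO and 100% = nicardipine control wells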
# Target sequence (Q9UNQ0 whole entry, looked up): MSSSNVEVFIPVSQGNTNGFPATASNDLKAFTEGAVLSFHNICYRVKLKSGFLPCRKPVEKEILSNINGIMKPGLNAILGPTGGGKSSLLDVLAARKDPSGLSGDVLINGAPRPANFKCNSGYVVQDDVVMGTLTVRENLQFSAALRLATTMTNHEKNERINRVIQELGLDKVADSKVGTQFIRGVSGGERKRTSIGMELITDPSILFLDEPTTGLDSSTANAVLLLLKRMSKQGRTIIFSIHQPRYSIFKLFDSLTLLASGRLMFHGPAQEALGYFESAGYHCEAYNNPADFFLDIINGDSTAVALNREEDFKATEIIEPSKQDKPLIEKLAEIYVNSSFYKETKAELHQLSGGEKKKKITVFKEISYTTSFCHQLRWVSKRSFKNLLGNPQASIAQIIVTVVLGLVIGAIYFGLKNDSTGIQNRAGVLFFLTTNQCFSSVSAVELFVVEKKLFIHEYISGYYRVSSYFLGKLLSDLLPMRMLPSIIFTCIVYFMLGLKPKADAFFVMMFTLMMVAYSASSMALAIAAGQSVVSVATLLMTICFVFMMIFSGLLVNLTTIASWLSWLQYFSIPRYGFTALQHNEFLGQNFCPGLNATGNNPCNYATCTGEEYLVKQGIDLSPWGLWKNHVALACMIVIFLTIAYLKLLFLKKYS
#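 test system = two drug-resistant human cell lines, ABCG2 and ABCB1 | amount = 3 million cells/mL final, two lines in 1:1 ratio | reagent = JC-1 transporter substrate | doses = one concentration, 6.6 µM final | incubation = 10 min at 25 °C | signal = flow cytometric JC-1 green MFI at 530 nm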
# Rac1 wt modul – human Rac1 wildtype GTP binding, inhibitors and activators; GST-Rac1 beads, fluorescent GTP binding, flow cytometry; actives lie on both sides; 0 = cold GTP competed, 100 = untreated; 190,000 tested, 0.27% active; GTP binding activity (% of control), % at 10 µM;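 active means GTP binding activity at least 20 points away from the 100% control level, either lower or higher; inconclusive means compound flagged as likely green fluorescent, judged across all proteins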
# Rab2 wt GTP – changes GTP binding to wildtype dog Rab2A, up or down | GST-Rab2 wt beads, Bodipy-GTP binding, flow cytometry | GTP binding activity, % at 10 µM | 190,000 tested, 0.19% active | AID 760;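 active means GTP binding activity at least 20 points away from 100%, either lowered or raised; inconclusive means signal likely due to the compound's own green fluorescence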;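 further: 0% = beads with excess unlabeled GTP and 100% = no-compound control corrected for plate trend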
# Mcl1 Noxa PPI – disrupts binding of human Mcl-1 to Noxa peptide; TR-FRET Mcl-1/Noxa peptide binding, 2 h; inhibition, % at 21.7 µM; 220,000 tested, 1.5% active;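 active means compounds that cut the protein-peptide binding signal by more than 50% relative to plate controls in a single-dose test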;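 further: His-tagged Mcl-1 with rhodamine Noxa BH3 peptide and terbium anti-His antibody; 0% = Mcl-1 plus Noxa peptide wells and 100% = peptide-only wells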
# ABCB1 block – inhibitors of human ABCB1 transporter, ABCG2 counter-screen; 190,000 tested, 0.067% active; inhibition, % at 6.6 µM; CCRF-Adr cells, JC-1 efflux, flow cytometry; P08183; in the data active means inhibition above about 40%;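 further: 0% = vehicle and 100% = reference inhibitor; higher value means more JC-1 retained so stronger ABCB1 efflux block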
# Avidin bead fluor – avidin bead compound fluorescence profile; Avidin beads, compound fluorescence 488/530 nm, flow cytometry; stronger effect = higher value; fluorescence (KMESF) at 10 µM; 220,000 tested, 0.38% active; AID 1775; in the data active means fluorescence above about 47; further: inactives centre near 10
# Rab7 wt GTP bind – alters GTP binding to wildtype dog Rab7; GST-Rab7 beads, fluorescent GTP binding, flow cytometry; actives lie on both sides; untreated = 100%, excess cold GTP = 0%; 190,000 tested, 0.055% active; GTP binding activity (percent of control), % at 10 µM;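 active means fluorescent GTP binding to Rab7 beads changed by at least 20 points from the 100% baseline, either direction, mostly lower; inconclusive means compound itself probably fluorescent, or too few beads counted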;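 further: median green fluorescence of bound Bodipy-FL-GTP per Rab7 bead population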
# Cdc42 wt GTP – human Cdc42 wildtype GTP binding change, either direction. P60953. GST-Cdc42 beads, Bodipy-GTP binding, flow cytometry; actives lie on both sides. percent activity (GTP binding), % at 10 µM. 190,000 tested, 0.2% active. AID 761;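 active means percent activity GTP binding at least 20 points away from the 100% baseline, either down as inhibitor or up as activator; inconclusive means compound flagged as likely green fluorescent from well-wide comparison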;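 further: median bead fluorescence of bound Bodipy-FL-GTP at 100 nM; 0% = excess unlabeled GTP control and 100% = no compound control; below 100% means less GTP binding so inhibitor and above means activator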
# Target sequence (P60953 whole entry, looked up): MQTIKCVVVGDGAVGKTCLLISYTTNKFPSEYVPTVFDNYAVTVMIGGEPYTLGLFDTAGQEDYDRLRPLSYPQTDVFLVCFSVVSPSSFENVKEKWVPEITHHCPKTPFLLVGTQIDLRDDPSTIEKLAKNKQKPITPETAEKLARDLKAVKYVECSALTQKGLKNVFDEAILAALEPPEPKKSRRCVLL
# Rac1 mut GTP – modulators of GTP binding to human Rac1 activated mutant; P63000; GST-Rac1 activated beads, fluorescent GTP binding, flow cytometry; actives lie on both sides; 100% means binding = to untreated wells; percent activity (GTP binding), % at 10 µM; 190,000 tested, 0.11% active; AID 764;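 active means GTP binding at least 20 percentage points away from the 100% baseline, in either direction, so actives lie on both sides; inconclusive means Compound likely fluorescent itself, or too few beads counted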
# Pf gametocyte – P. falciparum stage V gametocyte viability inhibition; P. falciparum stage V gametocytes, ATP luminescence, 24 h; inhibition, % at 10.9 µM; 150,000 tested, 0.065% active;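 active means inhibition above the mean plus 3 SD of compounds within the control limits, set per campaign, cut at about 38% in these data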;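 further: 0% = DMSO wells and 100% = medium only without gametocytes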
# An asterisk follows results filed as active; ? = inconclusive; nt = no result given; [ ] = remark or other dose.
SMILES,HRas wt GTP,ABCG2 block,Rac1 wt modul,Rab2 wt GTP,Mcl1 Noxa PPI,ABCB1 block,Avidin bead fluor,Rab7 wt GTP bind,Cdc42 wt GTP,Rac1 mut GTP,Pf gametocyte
CC(NC(=O)c1cccc(Cn2cc([N+](=O)[O-])cn2)c1)c1ccc(C(C)(C)C)cc1 (centres undefined),101,27,102,103,0,1.3,15,102,98,97,nt
CCn1c(=S)ccc2ccc(OC)cc21,95,16,91,93,nt,0.7,10,94,93,92,nt
CC(C)CN(C)C(=O)CCc1nnc(Cc2ccc(-c3ccccc3)cc2)o1,92,12,94,94,-2,3.1,1,91,96,94,2
Cc1cc(C(=O)CSc2nnc(-c3cccs3)o2)c(C)n1-c1ccccc1,97,3,96,93,-14,0.2,18,96,98,91,10
O=C(Cn1cnc2c(cnn2-c2ccc(Cl)cc2)c1=O)NCCc1ccccc1,103,1,104,102,-16,0.1,7,100,103,101,nt
Cc1cc(C)cc(N2CC34C=CC(O3)C(C(=O)OCC(=O)NCc3ccco3)C4C2=O)c1 (centres undefined),100,0,97,97,1,0.2,39,101,100,98,-6
CC(Cc1c[nH]c2ccccc12)NC(N)=O (centres undefined),94,0,98,98,4,-0.1,21,96,99,96,7
Nc1cnn(Cc2ccccc2F)c1,104,1,107,105,-1,1.2,9,108,105,100,-5
CC(=O)N1CCc2cc(S(=O)(=O)NCCC(=O)Nc3ccc4c(c3)OCCO4)ccc21,101,2,107,102,6,1.0,28,100,107,102,nt
Fc1ccccc1Cn1nnc(-c2ccc3c(c2)OCO3)n1,102,-12,107,101,-6,-0.2,13,100,102,101,12
COc1ccc(Cl)cc1C(=O)Nc1ccc(Br)c(C)n1,97,2,100,98,5,0.4,5,92,96,97,-2
c1ccc(-n2nnnc2NCCc2c[nH]c3ccccc23)cc1,103,12,104,101,17,0.1,11,100,103,99,nt

# Ordered by length of the SMILES (ascending): some entries from above
SMILES,HRas wt GTP,ABCG2 block,Rac1 wt modul,Rab2 wt GTP,Mcl1 Noxa PPI,ABCB1 block,Avidin bead fluor,Rab7 wt GTP bind,Cdc42 wt GTP,Rac1 mut GTP,Pf gametocyte
CC(Cc1c[nH]c2ccccc12)NC(N)=O (centres undefined),94,0,98,98,4,-0.1,21,96,99,96,7
CC(C)CN(C)C(=O)CCc1nnc(Cc2ccc(-c3ccccc3)cc2)o1,92,12,94,94,-2,3.1,1,91,96,94,2
CC(=O)N1CCc2cc(S(=O)(=O)NCCC(=O)Nc3ccc4c(c3)OCCO4)ccc21,101,2,107,102,6,1.0,28,100,107,102,nt

# The list goes on:
SMILES,HRas wt GTP,ABCG2 block,Rac1 wt modul,Rab2 wt GTP,Mcl1 Noxa PPI,ABCB1 block,Avidin bead fluor,Rab7 wt GTP bind,Cdc42 wt GTP,Rac1 mut GTP,Pf gametocyte
COC(=O)Nc1sc2c(c1C(=O)NC1CC1)CCCCCC2,98,38,99,98,28,2.8,8,101,97,96,nt
Cc1cccc(C)c1OCC(=O)Nc1cccc(C(=O)O)c1,97,18,98,95,14,1.8,11,95,95,98,nt
CS(=O)(=O)N1CCN(c2ccccc2NC(=O)c2cccc3ccccc23)CC1,103,14,110,100,-1,1.7,6,100,107,99,nt
CC1CCCCC1NC(=O)COn1nnc2ccc(Cl)cc21 (centres undefined),102,1,109,101,-4,0.3,11,99,105,97,nt
NC(=O)COC(=O)Cc1coc2cc3c(cc12)CCC3,98,-1,95,97,7,-0.8,11,106,97,94,-4
O=C(Oc1ccccc1)c1cccc2cccnc12,93,3,92,93,-25,0.5,10,94,94,92,-15
O=C(O)CNC(=O)C1COc2ccccc2O1 (centres undefined),107,0,104,106,1,0.0,9,104,108,100,0
O=C(Nc1nnc(CC(=O)N2CCOCC2)s1)C1COc2ccccc2O1 (centres undefined),?,3,?,?,21,0.3,8,?,?,?,nt
Cc1ccccc1/C=N/NC(=O)c1sccc1C,97,9,102,98,16,1.0,2,101,103,100,9
Cc1ccc(C(C(=O)NC2CCCCC2)N(CC2CCCO2)C(=O)CNC(=O)c2ccco2)cc1 (centres undefined),98,1,101,99,7,0.8,10,93,97,100,19
COc1ccc(N=C(NN)c2ccc3ccccc3n2)cc1,97,4,102,95,32,1.2,0,99,101,99,-19
CCO[C@H]1OC(C(=O)N2CCN(Cc3ccccc3)CC2)=C[C@@H](c2cn(C(C)=O)c3ccccc23)[C@@H]1CCCO,96,25,98,97,6,2.8,7,103,97,97,-3
CC(C)C(=O)NC(c1ccco1)c1ccc2cccnc2c1O (centres undefined),105,6,102,104,-102,1.4,25,100,103,100,nt
O=C(CN1C(=O)c2ccccc2S1(=O)=O)Nc1ccc(S(=O)(=O)N2CCCC2)cc1,97,0,98,96,0,0.2,26,95,98,95,20
CCc1ccccc1NC(=O)CSc1nnc(-c2ccco2)n1N,96,2,98,96,-1,1.4,7,94,97,96,-8
CCc1ccc(N2CCN(C(=O)c3ccc(OC)c(OC)c3)CC2)cc1,97,-4,102,98,3,-3.4,4,98,95,100,nt
Cc1ccc(S(C)(=O)=O)cc1S(=O)(=O)Nc1ccccc1,96,7,105,95,16,-0.3,14,94,99,99,3
Cc1ccc(-c2nn(C)c(=O)c3ccccc23)cc1S(=O)(=O)NCCN(C)C,97,3,101,96,-6,0.8,12,97,95,99,10
CN(C(=O)c1ccncc1)c1nnc(-c2ccccn2)s1,101,4,100,99,-4,0.7,33,100,102,98,nt
O=C(CSCc1ccccc1F)NCc1ccc(F)cc1,94,-2,99,98,8,-0.5,7,93,92,92,7
CCOC(=O)c1c(NC(=O)CN2CCN(c3ccc(Cl)cc3)CC2)sc(C)c1C,96,30,100,101,15,1.6,8,99,97,98,nt
CCOC(=O)N1CCN(C(=O)c2ccc3c(=O)n(-c4ccccc4F)c(=S)[nH]c3c2)CC1,100,1,106,101,16,-0.7,6,103,100,100,8
O=C1NC(=O)C(Nc2cccc3ccccc23)S1 (centres undefined),93,-1,97,94,24,-0.2,5,95,95,93,nt
Cc1cc(C)c(NC2=NCC(=O)N2C2CCCCC2)c(C)c1,103,0,103,102,22,0.0,11,100,102,101,nt
CCOC(=O)Cn1c(=NC(=O)CSC(C)=O)sc2cc(OC)ccc21,105,3,101,100,8,0.5,8,99,104,100,-6
O=S(=O)(Nc1ncn[nH]1)c1ccc2ccccc2c1,113,2,126*[activator],110,-2,0.5,10,112,121*[activator],113,17
CN1CCc2c(c3c(n2C)CCN(C)C3c2ccc(F)cc2)C1c1ccc(F)cc1 (centres undefined),106,2,109,104,4,0.2,8,105,106,101,nt
Cc1ccc(C(=O)c2oc3ccccc3c2NC(=O)c2cc(-c3ccccc3O)n[nH]2)cc1,100,-5,100,100,16,-0.8,12,101,99,100,-3
O=C(NC(=S)Nc1ccccn1)c1cc(-c2ccccc2)nc2ccccc12,99,3,103,98,3,0.5,11,95,98,99,-14
CCOc1ncccc1C(=O)OCC(=O)N1CCc2ccccc21,99,15,102,98,0,0.8,9,107,98,97,nt
O=C(CSc1nnc(SCc2cccc3ccccc23)s1)Nc1ccc(C(=O)O)cc1,95,-6,97,95,5,-0.9,12,95,97,93,0
COc1ccc(Br)cc1C(=O)Nc1ccc(C(=O)O)cc1,96,24,97,96,1,4.2,10,91,96,97,17
O=C(Cc1n[nH]c(=O)c2ccccc12)OCC(=O)c1ccc2c(c1)OCCO2,100,3,98,101,16,0.8,12,101,97,100,nt
CC(C)(CNC(=O)c1ccc(Cl)c(S(=O)(=O)N2CCc3ccccc3C2)c1)N1CCOCC1,97,3,99,98,23,2.6,11,95,98,96,-9
C/C(CC(=O)Nc1ccc(F)cc1)=N\NC(=O)COc1ccccc1,102,0,102,103,4,-0.2,4,101,99,101,-5
CCN(CCn1cccn1)Cc1c(C(=O)N2CCCCCCC2)nc2ccc(Cl)cn12,99,1,102,97,-4,1.3,11,99,98,96,5
O=C(O)Cn1nnnc1SCC(=O)Nc1ccccc1F,100,2,104,99,18,0.3,10,100,100,98,11
COc1cccc(CN2CCNC(=O)C2CC(=O)O)c1OC (centres undefined),104,2,110,101,-5,0.6,8,104,105,101,nt
CCOc1[nH]n(-c2ccc(Cl)cc2)c(=O)c1C=Nc1ccc(Cl)cc1,104,6,105,104,13,0.2,13,103,107,100,nt
COc1ccc(C2C(C(=O)Nc3cccc(C)n3)CCC(=O)N2c2ccc(OC)cc2)cc1 (centres undefined),103,2,105,103,8,0.7,nt,101,108,98,-14
CN1CCN(Cc2ccc(Sc3ccc(Cl)cc3)c([N+](=O)[O-])c2)CC1,94,2,96,93,17,1.2,6,90,93,92,16
CCc1c(O)nc(SCC(=O)Nc2ccccc2)n(-c2ccccc2)c1=O,96,1,101,97,-2,-0.3,13,95,96,94,nt
Cc1ccc(S(=O)(=O)NNC(=O)CCC(=O)Nc2ccc(C)c(C)c2)cc1,100,1,102,102,17,0.4,27,101,103,101,12
CCn1c(SCC(=O)Nc2ccccc2F)nc2c(c1=O)SC(C)C2 (centres undefined),99,31,104,98,0,4.2,20,97,100,99,-20
CC1CCc2c(C(=O)NCc3ccccn3)csc2C1 (centres undefined),102,20,107,99,13,0.9,13,101,101,100,-11
COc1ccc(C)cc1S(=O)(=O)N(CC(=O)Nc1cccc([N+](=O)[O-])c1)c1ccccc1,100,8,102,100,31,1.3,11,100,102,100,-8
O=C(Nc1cc(Cl)ccn1)C1CCN(S(=O)(=O)c2cccs2)CC1,101,3,105,100,-3,0.3,10,104,101,101,nt
CCOc1ccc2nc(C)cc(Nc3cccc([N+](=O)[O-])c3)c2c1,102,3,109,100,19,0.1,6,98,105,102,nt
CC(Nc1nc(N2CCOCC2)nc2ccccc12)c1ccccc1 (centres undefined),98,0,97,98,2,-0.1,26,103,95,96,nt
O=C(NCC1CCCO1)c1cccc(Oc2ccc([N+](=O)[O-])cc2Cl)c1 (centres undefined),95,12,94,96,-2,2.0,8,95,97,93,6
O=C(CN(Cc1ccco1)C(=O)CCC(=O)Nc1ccccn1)NCCc1ccccc1,99,1,98,99,-16,0.4,35,97,101,97,-12
COCCNC(=O)c1c[nH]n2c(=O)cc(C3CCN(C(=O)OC(C)(C)C)CC3)nc12,96,0,98,100,-13,-0.4,6,98,99,98,nt
Cc1ccc(-c2nn(C)c(=O)c3ccccc23)cc1S(=O)(=O)N1CCOCC1,101,13,105,100,17,2.6,7,101,102,99,6
O=C(Nc1ccc(Br)cc1)N1CCCCCCC1,102,30,110,101,3,0.1,26,97,103,103,nt
c1csc(CSc2nc3ccccc3s2)c1,103,0,107,101,16,0.1,7,104,100,98,nt
Cc1ccc(-n2cccn2)c(CN2CCCC(CNC(=O)c3ccc(F)cc3)C2)c1 (centres undefined),97,1,97,96,-20,0.6,10,98,96,96,-7
